MEP2-GFP yeast: modulators of MEP2-GFP levels in yeast, primary screen, S. cerevisiae, multiplex flow cytometry, MLPCN library; S. cerevisiae MEP2-GFP strain, 3 h; 100% = DMSO control level; GFP response vs DMSO, % at 10 µM; 0.51% of 330,000 active;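 active means GFP response versus DMSO above a set limit, roughly screen mean plus 3 SD, cut at about 180% in these data; inconclusive means fewer than 70 cells counted for a yeast strain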;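 further: median GFP fluorescence of the barcode-gated MEP2-GFP cells per well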
CIT2 TOR yeast: modulators of CIT2-GFP expression in yeast, primary screen, S. cerevisiae, GFP fusion, multiplex flow cytometry, MLPCN library. S. cerevisiae CIT2-GFP strain, 3 h; 100 means same as DMSO wells. GFP response vs DMSO, % at 10 µM. 0.065% of 320,000 active;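 active means GFP response relative to DMSO above a set limit, near the screen mean plus 3 SD, cut at about 150% in these data; inconclusive means Fewer than 70 cells measured for a yeast strain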;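 further: ratio of well median GFP fluorescence to mean of DMSO wells on the plate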
CR mimetic SO: reduction of superoxide in aged yeast, primary screen, HTS; 0.18% of 330,000 active; superoxide response (% of plate mean), % at 10 µM; AID 2690, 2010; S. cerevisiae aged cells, superoxide DHE fluorescence; hits give low values;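 active means superoxide response under a set limit, about three screen SD below normal, cut at about 65% in these data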;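 further: yeast aged for seven days with compound at 30 °C before DHE staining; 100% = average MFI of all compound-treated wells on the plate with controls excluded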
LAP4-GFP MLPCN: modulators of LAP4-GFP expression in yeast, primary screen, S. cerevisiae, multiplex flow cytometry, MLPCN library; GFP response vs DMSO, % at 10 µM; 3 h; median GFP as percent of DMSO wells; 0.34% of 320,000 active; AID 2023, 2009;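 active means GFP response vs DMSO above a set limit, about the screen mean plus 3 SD, cut at about 150% in these data; inconclusive means under 70 cell events counted for the yeast strain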
GRK2 inh: compounds blocking aptamer binding on GRK2 – biochemical, human GRK2, bead flow cytometry, HTS, primary screen | Beta-adrenergic receptor kinase 1 (Homo sapiens), P25098 | FAM-aptamer displacement from GRK2 | inhibition of aptamer binding, % at 10 µM | 0.59% of 330,000 active;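 active means inhibition of aptamer binding above 40%, roughly 3 SD of noise, on plates passing a quality check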;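 further: median bead fluorescence of bound FAM aptamer so fluorescent compounds give negative values; no value below 0 was filed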
Target sequence (P25098 whole entry, looked up): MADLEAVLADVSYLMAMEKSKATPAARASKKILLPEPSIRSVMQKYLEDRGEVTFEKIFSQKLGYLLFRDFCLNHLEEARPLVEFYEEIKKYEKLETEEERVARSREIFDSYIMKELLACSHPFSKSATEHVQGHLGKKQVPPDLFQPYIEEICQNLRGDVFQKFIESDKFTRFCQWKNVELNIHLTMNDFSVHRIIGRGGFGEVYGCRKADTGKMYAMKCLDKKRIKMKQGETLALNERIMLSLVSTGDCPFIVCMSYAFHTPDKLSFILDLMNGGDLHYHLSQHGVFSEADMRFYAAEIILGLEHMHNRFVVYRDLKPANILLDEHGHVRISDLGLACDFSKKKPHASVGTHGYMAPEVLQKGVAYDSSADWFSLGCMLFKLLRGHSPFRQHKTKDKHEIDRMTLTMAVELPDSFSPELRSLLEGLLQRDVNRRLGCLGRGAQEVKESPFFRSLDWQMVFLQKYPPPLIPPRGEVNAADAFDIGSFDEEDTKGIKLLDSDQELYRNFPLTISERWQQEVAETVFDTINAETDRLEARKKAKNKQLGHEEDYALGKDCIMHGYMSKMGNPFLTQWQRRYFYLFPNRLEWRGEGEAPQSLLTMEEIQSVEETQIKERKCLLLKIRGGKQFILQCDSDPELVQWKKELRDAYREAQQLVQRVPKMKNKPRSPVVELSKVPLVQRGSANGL
VLA-4 inh: inhibition in human VLA-4 binding assay, primary screen, VLA-4 allosteric modulator project, MLPCN library, flow cytometry, VLA-4 expressing cells; Integrin alpha-4 (Homo sapiens), P13612; ligand binding flow cytometry; inhibition, % (about 7 µM as worked out from the volumes in the protocol); 0.2% of 330,000 active; AID 2557, 2010; in the data active means inhibition above about 50%
AGP1 TOR yeast: modulators of AGP1-GFP expression in yeast TOR pathway, primary screen, cell-based, multiplex flow cytometry, S. cerevisiae, MLPCN library; 3 h; GFP as percent of DMSO wells; GFP response vs DMSO, % at 10 µM; 0.02% of 320,000 active; AID 2066, 2009;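 active means GFP response relative to DMSO above a set limit, near screen average plus 3 SD, cut at about 150% in these data; inconclusive means fewer than 70 cells counted for the yeast strain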;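 further: median GFP channel fluorescence of the gated AGP1 strain per well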
RPL19A-GFP yeast: RPL19A-GFP expression modulators in yeast, primary screen, cell-based, S. cerevisiae, multiplex flow cytometry, MLPCN; AID 2025, 2009; percent response vs DMSO, % at 10 µM; S. cerevisiae RPL19A-GFP strain, 3 h; hits give low values; 0.3% of 330,000 active;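 active means percent response vs DMSO below 50%; inconclusive means fewer than 70 events counted for the yeast strain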;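 further: median channel GFP fluorescence of the barcoded RPL19A-GFP strain; ratio of sample median GFP to plate DMSO average so 100% = DMSO; lower means less RPL19A-GFP as with rapamycin TOR inhibition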
An asterisk follows results filed as active; ? = inconclusive; nt = no result given; [ ] = remark or other dose.

SMILES	MEP2-GFP yeast	CIT2 TOR yeast	CR mimetic SO	LAP4-GFP MLPCN	GRK2 inh	VLA-4 inh	AGP1 TOR yeast	RPL19A-GFP yeast
CN(Cc1cn(-c2ccccc2)nc1-c1ccc(Cl)cc1)C(=O)CCC(=O)O	96	96	109	94	0	26	100	102
Cc1onc(-c2ccccc2)c1C(=O)OCC(=O)N1CCC(C)CC1	111	102	102	101	3	-10	106	96
CCOC(=O)C1CCCN(CCC(=O)Nc2ccc3c(c2)CCC3)C1 (stereo unspecified)	97	94	103	94	0	15	97	98
COc1ccc(N2CCN(C(=O)NCc3ccc(C)cc3)CC2)cc1	100	96	111	102	1	6	99	105
COc1cccc(NC(=O)CN(c2cccc(C(F)(F)F)c2)S(C)(=O)=O)c1	101	95	112	104	0	4	100	97
CN(C)/C=N/c1cc(=O)[nH]c(=O)n1C	92	105	100	101	0	34	86	98
CCOc1ccccc1N1Cc2ccccc2C1	101	95	107	93	8	7	99	102
Cc1cc(C)n(-c2nc(SCCN(C)C)c3c4c(sc3n2)COC(C)(C)C4)n1	90	93	106	96	0	8	100	92
Cc1cc(=O)[nH]c(SCC(=O)Nc2cc(S(=O)(=O)N3CCCC3)ccc2Cl)n1	104	104	104	101	0	-2	99	111
CN1CCN(C(=O)c2cc(Cl)ccc2Cl)CC1	107	108	100	102	2	0	107	104
COc1ccc(S(=O)(=O)N2CCN(CC(=O)NCCc3cccs3)CC2)cc1	93	96	111	91	4	-8	97	96
O=C(c1noc2c1CCCC2)N1CCN(c2ccc(F)cc2)CC1	100	98	117	96	1	5	92	96
O=C(Cc1ccc2c(c1)OCCO2)Nc1cccc(S(=O)(=O)N2CCOCC2)c1	101	99	102	103	2	7	103	99
Cc1cc(C)cc(NC(=O)CC2Oc3ccc(C)cc3NC2=O)c1 (stereo unspecified)	102	97	106	93	3	6	97	107
COc1cccc(-n2ccnc2SCC(=O)Nc2nccs2)c1	?	?	97	?	0	-23	?	?
Cc1ccc(NC(=O)CCN2CCC(C)CC2)cc1	112	103	107	92	3	11	102	103
COc1ccc(NC(=O)CSc2nc(=O)n(CCN3CCOCC3)c3c2CCCC3)c(OC)c1	101	113	100	111	1	-1	115	103
O=C(CCNC(=O)c1ccccc1Cl)Nc1cccc(S(=O)(=O)N2CCCC2)c1	96	91	121	94	3	14	100	100
COC(=O)N/N=C/c1ccccc1Cl	102	100	125	103	1	3	102	97
CN(C(=O)CCc1ccccc1)c1nnc(-c2ccncc2)s1	101	106	112	95	0	3	98	99
O=C(COc1ccc2ccccc2c1)Nc1ccccc1C(=O)O	106	105	121	97	0	11	97	94
COc1cccc(N2C(=NC(=O)CCC3CCCC3)SC3CS(=O)(=O)CC32)c1 (stereo unspecified)	109	106	103	95	3	2	101	105
CC(=O)Nc1ccc(S(=O)(=O)N2CCCC3CCCCC32)cc1 (stereo unspecified)	96	91	130	91	2	35	92	93
CCOC(=O)C(CC)(CC)/C(C)=N/NC(=O)CC#N	100	95	110	92	3	13	97	97
COc1cc2c(cc1N/C=C(\C#N)c1nc(-c3ccc(F)cc3)cs1)oc1ccccc12	107	104	99	102	0	-26	89	105

(list continues)
SMILES	MEP2-GFP yeast	CIT2 TOR yeast	CR mimetic SO	LAP4-GFP MLPCN	GRK2 inh	VLA-4 inh	AGP1 TOR yeast	RPL19A-GFP yeast
CC(C)C(=O)Nc1nc2c(c(=O)[nH]1)CCCC2	94	99	104	96	2	-3	101	94
CCn1nnnc1NC(=O)c1cc(Cl)c(OC)c(Cl)c1	100	106	109	101	1	52*	99	112
COc1cc(C(=O)Nc2cc(C)nn2-c2ccccc2)cc(OC)c1OC	101	106	102	105	2	0	104	103
O=C(CN(Cc1ccccc1F)S(=O)(=O)c1ccc(Cl)cc1)NCCC1=CCCCC1	102	105	111	98	0	38	104	98
CCOC(=O)c1c(C)n(C)c2cc(Br)c(C(=O)OC)cc12	106	109	114	97	1	11	103	103
Brc1ccccc1-c1nnc(CSc2nnnn2-c2ccccc2)o1	103	100	104	114	0	-392	102	103
Cc1nn(Cc2c(Cl)cccc2Cl)c(C)c1NC(=O)c1cn(-c2ccccc2)nc1-c1ccccc1	118	110	103	99	1	5	115	109
O=C(COC(=O)Cc1ccccc1F)NNC(=O)c1ccc(Cl)cc1	106	108	103	107	0	-7	111	111
CCOc1cc(CN2CCCC(N3CCc4ccccc4C3)C2)ccc1O (stereo unspecified)	129	107	93	100	0	5	87	92
O=C(N/C(=C\c1ccc([N+](=O)[O-])cc1)C(=O)N1CCCCC1)c1ccccc1	108	95	116	101	2	0	96	107
COc1ccccc1/C=N/NC(=O)c1cc2c(ccc3ccccc32)o1	100	103	106	109	0	4	102	105
C#CCOCCOCCOCCNc1nc(N2CCN(C(=O)[C@H](CCCCN)n3cc(CN)nn3)CC2)nc(N2CCN(C(=O)[C@H](CO)n3cc([C@@H](N)C(C)C)nn3)CC2)n1	102	96	113	98	0	11	102	100
Cc1ccc(C)c(S(=O)(=O)N2CCC(c3nc4c(nnn4Cc4ccc(F)cc4)c(=O)[nH]3)CC2)c1	101	98	103	96	0	12	98	96
O=[N+]([O-])c1ccccc1Sc1nccn1Cc1ccccc1	90	83	146	91	2	3	87	85
CCn1c(=O)n(CC(=O)Nc2cc(OC)c(OC)c(OC)c2)c(=O)c2ccccc21	95	95	105	106	2	-2	97	98
CC(C)Cn1c(N)c(C(=O)COC(=O)c2ccncc2)c(=O)n(C)c1=O	102	96	107	103	0	19	103	103
CCCN1CCN(CCCNC(=O)c2cc3c(=O)[nH]c4ccccc4c3s2)CC1	99	104	109	98	0	-8	104	97
CSc1nnc(-c2ccco2)c(-c2ccco2)n1	102	89	90	100	23	6	90	99
C#Cc1ccc(CN2CCN(CCc3ccccc3)C(CCO)C2)cc1 (stereo unspecified)	95	100	92	81	11	-3	91	93
O=C(CSc1ncn[nH]1)Nc1ccc(Br)cc1Br	94	87	108	94	2	-1	94	94
COc1ccc(C(CC(=O)Nc2nccs2)C(C)C)cc1 (stereo unspecified)	105	96	97	83	4	10	93	101
CCN(CC)c1nc(Oc2ccc(C(=O)NN)cc2)nc(Oc2ccc(C(=O)NN)cc2)n1	111	108	102	103	2	11	106	115
COc1ccccc1NC(c1cccnc1)c1ccc2cccnc2c1O (stereo unspecified)	96	104	74	106	4	-10	96	100
O=C(NC1CCS(=O)(=O)C1)/C(=C\c1ccco1)NC(=O)c1ccccc1 (stereo unspecified)	94	96	88	109	20	-4	104	98
O=C(O)Cc1c(C(=O)O)nnn1-c1cccc(C(F)(F)F)c1	106	106	95	105	0	15	104	100

Further records.
SMILES	MEP2-GFP yeast	CIT2 TOR yeast	CR mimetic SO	LAP4-GFP MLPCN	GRK2 inh	VLA-4 inh	AGP1 TOR yeast	RPL19A-GFP yeast
O=C(COc1ccccc1[N+](=O)[O-])N1CCN(S(=O)(=O)c2ccccc2)CC1	96	91	103	96	0	10	92	94
N#CCCN(Cc1cccnc1)C(=O)c1ccc(S(=O)(=O)N2CCOCC2)cc1	99	103	92	95	0	-8	102	98
CCCCNC(=O)CCn1c(=O)c2ccccc2n(CC(=O)N2CC(C)CC(C)C2)c1=O (stereo unspecified)	103	108	94	113	1	20	nt	106
CC1(C)C(=O)OC(C(=O)c2ccccc2)C2(CCCCC2)C1=O (stereo unspecified)	?	?	100	?	3	4	?	?
COc1ccccc1C(=O)NCCC(=O)NCC(c1ccc(F)cc1)N1CCOCC1 (stereo unspecified)	104	107	90	107	0	-5	108	102
O=C(COC(=O)Cc1ccccc1[N+](=O)[O-])NCc1ccc(F)cc1	98	91	121	90	2	15	96	97
COC(=O)CSc1nc(-c2cccs2)ccc1C#N	104	102	111	107	1	-11	99	105
Cc1nc2ccccc2c(=O)n1NC(=O)c1ccc([N+](=O)[O-])cc1	96	102	105	100	2	6	101	96
COc1ccc(CNC(=O)COC(=O)Cc2ccc(Br)cc2)cc1	97	105	102	92	0	-11	100	101
Cc1cc(C=O)c(C)n1-c1ccc(N2CCCCC2)c([N+](=O)[O-])c1	88	88	91	121	0	-2	90	90
Cc1cccc(C)c1Nc1c(-c2ccccc2O)nc2ncccn12	100	91	93	92	1	3	93	92
CC1CC(C)CN(S(=O)(=O)c2cc3c(cc2Cl)NC(=O)CO3)C1 (stereo unspecified)	106	97	95	104	0	-54	101	103
O=C(NC1CCS(=O)(=O)C1)c1ccc(Br)s1 (stereo unspecified)	104	112	84	92	2	6	97	99
Cc1ccc(S(=O)(=O)C2(C(=O)NCc3ccc4c(c3)OCO4)CC2)cc1	93	99	106	102	0	-9	106	106
Cc1ccc(-n2c(Cn3nc(C(F)F)cc3C(F)F)n[nH]c2=S)cc1	110	99	85	103	2	5	106	102
COc1c(Cl)cc(Cl)cc1C(=O)Nc1ccc(CN2CCOCC2)cc1	111	101	96	94	3	-1	90	94
COc1ccc([C@@H]2[C@@H]3C(=O)N(C(C)(C)C)C(=O)[C@@H]3[C@]3(CC(C)C)C(=O)N(c4cccc(Br)c4)C(=O)N23)cc1	90	68	96	107	0	3	79	93
CCC(=O)NC(=S)Nc1ccc(NC(=O)COc2ccc(Cl)cc2Cl)cc1	96	103	97	98	0	-3	97	99
CCOc1ccccc1N1CCN(c2nc3ccccc3nc2C(C#N)C(=O)OC(C)C)CC1 (stereo unspecified)	95	88	100	117	11	5	95	97
Cc1ccc(N2C(=O)CC(n3nc(C)cc3C)C2=O)cc1 (stereo unspecified)	93	96	109	100	20	-1	95	97
COc1cc2ccccc2cc1C(=O)Nc1cc(C)ccn1	101	102	112	114	2	1	85	95
CCc1ccc(CN(C(=O)COc2c(C)cccc2C)C2CCS(=O)(=O)C2)cc1 (stereo unspecified)	114	112	109	102	1	20	114	104
COC(=O)c1sccc1NC(=O)Cc1ccc(Br)cc1	124	86	77	120	2	17	99	101
O=C(O)c1ccccc1SCc1cn2cc(Cl)ccc2n1	108	103	96	93	3	-2	99	106
c1ccc(-n2c(Sc3cnccn3)nnc2-c2cccs2)cc1	98	93	98	105	1	-2	102	99

The listing continues:
SMILES	MEP2-GFP yeast	CIT2 TOR yeast	CR mimetic SO	LAP4-GFP MLPCN	GRK2 inh	VLA-4 inh	AGP1 TOR yeast	RPL19A-GFP yeast
Cc1ccc(-n2[nH]c(=O)c(-c3ccccn3)c2C)cc1	142[may fluoresce violet]	?	96	100[may fluoresce violet]	5	8	22[may fluoresce violet]	66[may fluoresce violet]
NC(=O)NC(c1ccccc1)c1cccc2ccccc12 (stereo unspecified)	104	104	87	96	3	6	107	105
Cc1[nH]c2ccccc2c1C(=O)/C=C\c1ccccc1Cl	101	85	91	120	2	33	95	99
O=C(CN(CC1CCCO1)C(=O)CNS(=O)(=O)c1ccc(Cl)cc1)NCc1ccco1 (stereo unspecified)	102	95	103	93	2	7	97	98
CN(CC(=O)Nc1ccc(Cl)cc1)C(=O)c1cccc(S(=O)(=O)NCc2ccccc2)c1	106	105	101	97	0	5	95	90
Cc1ccc(NC(=O)c2ccc(Cl)c(S(=O)(=O)N3CCCCC3)c2)nc1	100	97	99	101	1	5	97	96

Some entries already given, limited to GRK2 inh and VLA-4 inh.
SMILES,GRK2 inh,VLA-4 inh
Cc1ccc(-n2[nH]c(=O)c(-c3ccccn3)c2C)cc1,5,8
NC(=O)NC(c1ccccc1)c1cccc2ccccc12 (stereo unspecified),3,6

High-throughput results: PubChem, NMMLSC
